Bioassay records from PubChem BioAssay.
NCF1 inh = inhibitors of human p47phox binding. inhibition, % at 24.7 µM. p47phox/p22phox peptide binding, fluorescence polarization, 2 h. 220,000 compounds, 0.53% hits. AID 1274;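 active means inhibition above about 30%, limit read from the data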;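 further: 0% = p47phox with labelled peptide and 100% = labelled peptide alone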
Target sequence (P14598 whole entry, looked up): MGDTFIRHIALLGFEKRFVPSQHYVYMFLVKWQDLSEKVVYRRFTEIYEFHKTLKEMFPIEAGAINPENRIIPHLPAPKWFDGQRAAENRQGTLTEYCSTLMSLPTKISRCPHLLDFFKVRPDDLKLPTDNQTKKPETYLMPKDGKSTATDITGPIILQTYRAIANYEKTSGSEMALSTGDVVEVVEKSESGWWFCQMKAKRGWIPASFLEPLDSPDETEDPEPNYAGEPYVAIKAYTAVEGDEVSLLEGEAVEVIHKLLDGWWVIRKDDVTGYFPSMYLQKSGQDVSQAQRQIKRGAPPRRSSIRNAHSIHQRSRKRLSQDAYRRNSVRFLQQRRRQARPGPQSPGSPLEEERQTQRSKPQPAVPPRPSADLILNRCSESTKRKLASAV
NPY2 pot ag = potentiates or activates human NPY-Y2 receptor; activation, % at 3.6 µM; 220,000 compounds, 0.45% hits; P49146; cells expressing NPY-Y2, potentiator/agonist read-out; in the data active means activation above about 27%;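 further: cells stimulated with NPY near EC25 plus isoproterenol at EC100; 0% = vehicle plus submaximal agonist and 100% = vehicle plus saturating agonist; some results beyond the cut were filed as inactive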
BaF3 parental = parental Ba/F3 viability inhibition as JAK2V617F counter-screen; CellTiter-Glo ATP luminescence; inhibition, % at 5.6 µM; 220,000 compounds, 1.1% hits;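 active means inhibition above a per-campaign cutoff, the mean inhibition of all tested compounds plus 3 SD, cut at about 27% in these data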;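 further: 0% = DMSO wells and 100% = JAK Inhibitor I control wells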
S1P4 ag = agonists of human S1P4 receptor; activation, % at 4.98 µM; O95977; 220,000 compounds, 0.35% hits; S1P4-expressing cell line, agonist reporter assay; in the data active means activation above about 11%;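 further: 0% = DMSO vehicle and 100% = reference agonist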
Target sequence (O95977 whole entry, looked up): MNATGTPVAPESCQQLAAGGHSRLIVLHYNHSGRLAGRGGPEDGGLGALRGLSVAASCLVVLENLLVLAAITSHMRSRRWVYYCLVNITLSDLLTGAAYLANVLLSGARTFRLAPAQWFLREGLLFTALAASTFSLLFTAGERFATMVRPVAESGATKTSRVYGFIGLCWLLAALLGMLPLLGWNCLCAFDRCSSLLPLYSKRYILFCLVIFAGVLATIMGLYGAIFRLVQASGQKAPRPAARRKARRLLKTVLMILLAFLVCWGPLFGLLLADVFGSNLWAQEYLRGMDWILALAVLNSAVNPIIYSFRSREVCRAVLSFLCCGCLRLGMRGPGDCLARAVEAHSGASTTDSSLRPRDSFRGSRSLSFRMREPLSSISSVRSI
CHOP inh = blocks CHOP induction under ER stress; AID 2732; CHO-K1 CHOP-promoter luciferase, tunicamycin-induced, 15-18 h; inhibition, % at 10 µM; 220,000 compounds, 3.8% hits;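 active means compounds that reduced the stress-induced luciferase reporter signal by more than about 70% of percent inhibition, limit read from the data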;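 further: 0% = tunicamycin plus vehicle and 100% = wells without tunicamycin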
NPY1 pot ag = potentiates or activates human NPY-Y1 receptor; P25929; NPY-Y1 expressing cells, potentiator/agonist activation; activation, % at 3.6 µM; 220,000 compounds, 0.37% hits; in the data active means activation above about 33%, passing the limit was not always enough;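 further: cells stimulated with NPY at EC10 then isoproterenol at EC100; 0% = low agonist plus stimulus and 100% = saturating agonist plus stimulus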
S1P4 antagonist = blocks the human S1P4 receptor; O95977; S1P4-expressing cells, antagonist mode, reporter read-out; inhibition, % at 4.98 µM; 220,000 compounds, 0.26% hits; AID 1510; in the data active means inhibition above about 29%;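 further: 0% = wells stimulated with agonist and 100% = vehicle wells without agonist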
Ba/F3 V617F tox = reduce viability of Ba/F3 cells dependent on JAK2V617F. Ba/F3 EpoR-JAK2V617F viability, ATP luminescence. inhibition, % at 5.6 µM. 220,000 compounds, 1.1% hits. AID 1446;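 active means inhibition above the campaign mean plus 3 SD over all tested compounds, cut at about 24% in these data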;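 further: cytokine-independent growth of Ba/F3 cells driven by EpoR plus mutant JAK2; 0% = DMSO-treated cells and 100% = JAK inhibitor I control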
NPY Y1 blocker = NPY-Y1 (human) receptor antagonism | inhibition, % at 3.6 µM | HEK293-CNG Y1 cells, membrane potential fluorescence; NPY at EC95, then isoproterenol | AID 1040 | P25929 | 200,000 compounds, 1% hits;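 active means inhibition above the campaign mean inhibition of all tested compounds plus 3 SD, cut at about 20% in these data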;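 further: 0% = DMSO wells given NPY plus isoproterenol and 100% = isoproterenol alone without NPY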
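Assay system: HEK293 cells with Y1 receptor plus CNG channel | Probe or stimulus: NPY (25 nM), isoproterenol (1 µM), Ro 20-1724 (25 µM) | Timing: Compound incubation 1 h at room temperature, readout 45 min post-stimulation | Measured by: Membrane-potential fluorescent dye readout | Benchmarks: High control isoproterenol alone, low control NPY with isoproterenol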
An asterisk follows results filed as active; nt = no result given.

Sequence of screens: NCF1 inh	NPY2 pot ag	BaF3 parental	S1P4 ag	CHOP inh	NPY1 pot ag	S1P4 antagonist	Ba/F3 V617F tox	NPY Y1 blocker
Cn1c(=O)c(C(=O)CN2CCCc3ccccc32)c(N)n(Cc2ccccc2)c1=O
 : -25	8	4	1.8	77*	-7	-17	0	0
CCc1nnc(NS(=O)(=O)c2ccc(NS(=O)(=O)c3ccc(NC(C)=O)cc3)cc2)s1
 : -8	-1	3	2.7	-15	-2	3	-3	2
CN1CCc2c(c3ccccc3n2Cc2ccccc2)C1
 : 7	-18	23	0.8	31	-50	-18	11	17
COc1ccccc1-c1nc(=S)c(C(C)=O)c(C)[nH]1
 : 5	9	3	0.8	9	1	3	-2	nt
Oc1ccccc1C(=S)N1CCCCCC1
 : 10	0	6	-0.7	5	4	-1	1	1
Cc1cccc(N2C(=O)C(O)=C(C(=O)c3cccs3)C2c2ccc(C(C)C)cc2)n1 (stereo not given)
 : -9	13	2	3.8	7	24	11	-5	nt
Cc1cc(C)n(-c2cccc(CN3CCC(CO)(Cc4ccccc4)CC3)c2)n1
 : 1	-3	2	0.3	8	-11	4	-1	11
Cc1cccc(NC(=S)N2CCC(c3nc4ccccc4s3)CC2)c1
 : -4	-8	5	1.7	-23	-9	-14	-4	7
NC(=O)COC(=O)c1ccc(-c2ccc(O)cc2)cc1
 : 2	1	-4	1.0	19	6	-1	1	nt
CC(C)(C)C(=O)Oc1cc(N)n(S(=O)(=O)c2ccccc2)n1
 : 11	11	12	0.8	0	-8	-8	4	1
COC(=O)c1ccc(CSc2ncn[nH]2)o1
 : -10	2	3	1.7	32	32	-13	0	4
CCn1c(SCC(=O)Nc2ccccc2OC)nc2ccccc2c1=O
 : 3	-6	1	-1.9	45	-21	6	0	17
CCN1CCN(C(=O)c2ccccc2Nc2ccc(SC(F)F)cc2)CC1
 : 0	2	6	0.3	12	2	-11	4	9
O=C(/C=C\c1ccccc1OC(=O)c1ccccc1F)c1cc2ccccc2o1
 : -15	-2	5	2.9	9	-18	11	0	0
Cc1oc(C(=O)O)cc1COc1ccc2c3c(c(=O)oc2c1)CCC3
 : -9	-21	5	0.1	22	-8	1	3	7
Cc1sc(-c2ccccn2)nc1OC(=O)c1cccc(Cl)c1Cl
 : -2	-7	-2	-0.6	-2	10	-8	1	4
Cc1ccc(N(C(=O)c2ccc(CN3CCOCC3)o2)C(C(=O)NCCC(C)C)c2cccs2)c(C)c1 (stereo not given)
 : 5	13	5	0.2	16	-2	-12	-2	1
COc1ccc(Oc2coc3cc(OCC(=O)N4CCCCC4)ccc3c2=O)cc1
 : -9	-7	5	1.2	46	8	-7	-3	-1
CC(N)(C(=O)O)c1cccc(OCc2cccc(Cl)c2)c1 (stereo not given)
 : -5	11	-1	1.2	14	4	6	-2	nt
Cc1nnc(Sc2nc3ccccc3o2)c2ccccc12
 : -14	-16	3	0.3	-54	-43	2	1	5
Cc1ccc([N+](=O)[O-])cc1NC(=O)CN1CCC(C)CC1
 : 72*	1	3	-0.7	6	-15	-1	-5	3
Cc1ccc2nc(CSc3nnc(Cc4cccs4)n3C3CCCCC3)cc(=O)n2c1
 : -4	12	-2	-1.1	6	-3	-2	-6	0
Cn1cccc1/C=N/N1CCN(c2ccccc2)CC1
 : -14	6	0	2.5	-7	26	5	-2	2
O=c1c2ccccc2nnn1CSc1nc2ccccc2c(=O)n1CCCO
 : 1	4	2	1.2	-7	-9	-21	-1	7
COc1ccc(S(=O)(=O)Nc2cc(C)ccc2OC)cc1C
 : -8	-6	2	-1.6	-13	9	-2	5	0
CN(C)c1ccc(CNn2cnnc2)cc1
 : -19	2	1	1.9	-96	-38	-9	-2	2
CCN(CC)c1ccc(/C=C2\CCC(/C=N/NC(=O)c3ccc(=O)n(C)c3)=C2N2CCOCC2)cc1
 : -43	2	-2	0.7	26	-11	-8	-5	1
COc1ccc(COC(=O)Nc2cc3c(C(F)(F)F)nn(C)c3s2)cc1
 : -19	-17	3	-1.3	39	-18	-8	-3	2
COCCNC(=O)c1nn(-c2cc(OC)cc(OC)c2)c(=O)c2ccccc12
 : -1	11	6	-0.4	2	8	-14	-2	-7
O=C(CSc1nnc(-c2ccco2)o1)N1CCOCC1
 : 0	16	7	0.6	10	10	-13	-4	-1
COc1cc(C(=O)O/N=C2/C=CC(=O)C(C)=C2C)cc(OC)c1OC
 : -8	5	0	0.7	40	0	4	19	7
COc1cccc(-n2c(SCC(N)=O)nnc2-c2ccncc2)c1
 : -13	9	5	-0.2	-4	4	-3	1	-1
COc1ccc(CCNC(=O)C(=O)Nc2ccc3c(c2)OCO3)cc1OC
 : -5	3	0	-0.4	-4	-3	15	0	1
Cc1cc(C)n(C(=O)c2ccc(C)c(S(=O)(=O)N3CCCC3)c2)n1
 : -11	16	-1	0.5	43	-6	-12	-4	3
CCOC(=O)c1ccc(Nc2ncnc3ccccc23)cc1
 : -7	3	8	1.1	12	16	-26	-1	1
CCOC(=O)CSc1cc(C)nc(N)n1
 : -14	-7	6	1.6	21	-25	-15	-1	3
COc1ccc(/C=N/NC(=O)c2nc(-c3ccccc3)n(-c3ccccc3)n2)cc1OC
 : 8	-4	5	-0.6	11	-18	-20	0	1
CCOc1ccccc1-n1c(=O)c2ccccc2c2ccccc2c1=O
 : -1	-12	5	0.6	1	-46	4	2	6
Cc1ccccc1CSc1ccc(-c2ccc3c(c2)OCO3)nn1
 : -2	-6	4	1.1	-7	-26	-18	2	11
CC(C)(C)NC(=O)C(OC(=O)Cn1nnc(-c2ccc(F)cc2)n1)c1ccncc1 (stereo not given)
 : -3	-15	93*	0.6	14	-9	-15	1	-1
C#CCOc1ccc2c(C)cc(=O)oc2c1
 : -2	-8	0	-1.2	2	2	3	-6	-4
CN(C)c1ccc(N/C=C/C(=O)C(C)(C)C)cc1
 : -17	-4	10	-1.3	43	-7	-12	1	-2
CCCCCOc1ccc(C(=O)NCC(=O)NCC(=O)OCC)cc1
 : -4	0	-1	1.2	31	6	-4	-6	-7
CSc1ccc(C2C3(C#N)C(N)=NC4(OCCO4)C23C#N)cc1 (stereo not given)
 : -6	0	8	1.5	7	20	9	-2	-3
CCC1=NN(C(=O)COc2ccccc2C)C(O)(c2ccncc2)C1 (stereo not given)
 : -11	-19	8	-0.7	9	6	-3	2	-2
O=C1OC2(CCCCC2)OC(=O)C1=CNc1nc2ccccc2s1
 : -10	4	6	-0.5	32	5	14	3	8
CCN(CC)CCN1C(=O)C(=O)/C(=C(/O)c2cccc(OC)c2)C1c1ccccn1 (stereo not given)
 : -7	-15	0	0.8	3	4	-10	2	13
c1cncc(CNC2CCCc3ccccc32)c1 (stereo not given)
 : -4	1	3	0.1	-7	-9	2	-2	8
Cc1cccc(NC(=O)c2cnc3ccccn3c2=O)c1
 : -8	20	-1	1.3	14	20	-5	-2	2
Cc1cccc(/C=N/Nc2nncc3ccccc23)c1
 : -9	-12	7	1.3	33	-13	5	0	4

The listing continues.
Sequence of screens: NCF1 inh	NPY2 pot ag	BaF3 parental	S1P4 ag	CHOP inh	NPY1 pot ag	S1P4 antagonist	Ba/F3 V617F tox	NPY Y1 blocker
Cc1nc(NC(=O)C(C)Oc2cccc(Cl)c2)sc1C(=O)N(C)C (stereo not given)
 : -7	-14	-2	2.1	1	-6	-7	-4	10
O=C(c1ccc([N+](=O)[O-])cc1)N1CCC(Cc2ccccc2)CC1
 : -3	11	0	1.2	25	4	4	-3	-1
COc1cc(/C=C2/NC(=O)N(CC(=O)Nc3ccc(C)cc3)C2=O)ccc1Oc1ccc([N+](=O)[O-])cn1
 : 4	7	1	0.2	8	5	-11	0	-1
O=C1CCC(=O)N1c1ccc(NCc2ccccc2Cl)c([N+](=O)[O-])c1
 : 2	-19	3	-1.5	32	-4	-5	0	2
Cc1c(NC(=O)/C(=C/c2cccs2)c2cccs2)c(=O)n(-c2ccccc2)n1C
 : -8	6	-1	-1.5	17	-11	-17	-3	10
COc1ccc(CC(=O)O/N=C(\N)c2ccccn2)cc1
 : -8	-31	0	-1.1	-13	11	-1	1	nt
CNC(=O)c1csc(-c2ccc(Cl)cc2)n1
 : -6	11	6	0.6	0	8	-15	1	-3
COCCn1c(=NC(=O)c2cc(-c3cccs3)nc3ccccc23)sc2cc(S(N)(=O)=O)ccc21
 : -73	15	5	-2.1	34	8	-24	7	-8
CCOC(=O)CSc1nnnn1-c1cc(OC)c(Cl)cc1OC
 : -7	-4	1	2.1	32	-24	-13	2	5
CCOC(=O)CCSc1nc(C)c2cc(C)c(C)cc2n1
 : -8	-18	2	0.0	-1	-32	-4	1	8
CCCCCOCC1CC(C/C(C)=N/NC(N)=S)C(=O)O1 (stereo not given)
 : 5	11	3	1.1	28	-9	-4	4	3
O=C(CCn1cnc2ccccc21)N/N=C/C=C/c1ccccc1
 : -9	-14	-4	0.3	16	3	30*	3	nt
N#CCSc1nc(-c2ccccc2)c2cc(Cl)ccc2n1
 : 22	0	-1	2.4	-23	2	-5	-3	-2
COc1ccc(-c2nc(C#N)c(NC(C)c3ccccc3)o2)cc1OC (stereo not given)
 : -17	-17	-1	-1.0	26	4	4	-1	14

Grouped by structure, those above containing a halogen
Sequence of screens: NCF1 inh	NPY2 pot ag	BaF3 parental	S1P4 ag	CHOP inh	NPY1 pot ag	S1P4 antagonist	Ba/F3 V617F tox	NPY Y1 blocker
CCN1CCN(C(=O)c2ccccc2Nc2ccc(SC(F)F)cc2)CC1
 : 0	2	6	0.3	12	2	-11	4	9
O=C(/C=C\c1ccccc1OC(=O)c1ccccc1F)c1cc2ccccc2o1
 : -15	-2	5	2.9	9	-18	11	0	0
Cc1sc(-c2ccccn2)nc1OC(=O)c1cccc(Cl)c1Cl
 : -2	-7	-2	-0.6	-2	10	-8	1	4
CC(N)(C(=O)O)c1cccc(OCc2cccc(Cl)c2)c1 (stereo not given)
 : -5	11	-1	1.2	14	4	6	-2	nt
COc1ccc(COC(=O)Nc2cc3c(C(F)(F)F)nn(C)c3s2)cc1
 : -19	-17	3	-1.3	39	-18	-8	-3	2
CC(C)(C)NC(=O)C(OC(=O)Cn1nnc(-c2ccc(F)cc2)n1)c1ccncc1 (stereo not given)
 : -3	-15	93*	0.6	14	-9	-15	1	-1
Cc1nc(NC(=O)C(C)Oc2cccc(Cl)c2)sc1C(=O)N(C)C (stereo not given)
 : -7	-14	-2	2.1	1	-6	-7	-4	10
O=C1CCC(=O)N1c1ccc(NCc2ccccc2Cl)c([N+](=O)[O-])c1
 : 2	-19	3	-1.5	32	-4	-5	0	2
CNC(=O)c1csc(-c2ccc(Cl)cc2)n1
 : -6	11	6	0.6	0	8	-15	1	-3
CCOC(=O)CSc1nnnn1-c1cc(OC)c(Cl)cc1OC
 : -7	-4	1	2.1	32	-24	-13	2	5
N#CCSc1nc(-c2ccccc2)c2cc(Cl)ccc2n1
 : 22	0	-1	2.4	-23	2	-5	-3	-2
